Cycloheximide cs = Cycloheximide Counterscreen for Small Molecule Inhibitors of Shiga Toxin | cell reporter, cycloheximide protein synthesis inhibition counterscreen | 300,000 compounds, 12% hits | AID 2314, 2010 | max response, %; in the data active means max response mostly above about 13%, no sharp cut-off; inactive means mostly below about 14%; further: read at 38.3 µM for the half of the compounds with a filed dose; 0% is about no effect
Pf growth 96h = Primary qHTS for delayed death inhibitors of the malarial parasite plastid, 96 hour incubation; 320,000 compounds, 6.9% hits; Potency, µM (titrated, usually from 28.7 µM), for the others: at the top dose activity change, negative = inhibition, actives largely listed as inhibitors; P. falciparum luciferase reporter growth, 96 h; further: potency means the concentration at half of the fitted maximal effect; on the % scale 0 is the no-effect control and ±100 the full control effect
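Parasite growth measured via integrated firefly luciferase reporter in P. falciparum. Infected erythrocytes at 2% hematocrit, 0.05% parasitemia final were treated 96 hours at 37 C under 5% CO2, and luminescence was read.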
AMA1 RON2 block = qHTS for Inhibitors of AMA1-RON; Towards Development of Antimalarial Drug Lead: Primary Screen; AlphaScreen AMA1-biotinylated RON2 peptide binding; Potency, µM (top dose mostly 58.2 µM), for the others: at the top dose activity change, negative = inhibition, actives largely listed as inhibitors; 360,000 compounds, 0.2% hits;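 further: potency means the concentration at half of the fitted maximal effect; 0% = vehicle wells and -100% = peptide control; nearly all actives have a fitted effect of over 45% in size; some results filed as inactive show a strong effect at the top dose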
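AMA1 (3D7) with his tag at 25 nM final met compounds first, then biotinylated RON2 peptide at 25 nM; detection used donor plus acceptor beads, 10 µg/mL apiece, read by AlphaScreen after 30 min at room temperature.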
Shiga toxin inh = A qHTS for Small Molecule Inhibitors of Shiga Toxin. Vero cells, Shiga toxin protein synthesis inhibition reporter. inhibition, % at 38.7 µM. 290,000 compounds, 9.2% hits; in the data active means inhibition mostly above about 28%, no sharp cut-off; inactive means mostly below about 43%; further: 0% is about no effect
TbPYK inhibitor = qHTS of Trypanosoma Brucei Inhibitors; Potency, µM (titrated, usually from 76.8 µM), inactives show top-dose activity, negative = inhibition, most hits filed as inhibitors; 410,000 compounds, 0.12% hits; AID 624173, 2012; TbPYK enzyme, Kinase-Glo Plus ATP luminescence, 45 min; pyruvate kinase (Trypanosoma brucei), Q57TT1; further: potency means the concentration at half of the fitted maximal effect; on the % scale 0 is the no-effect control and ±100 the full control effect; nearly all actives have a fitted effect of over 50% in size
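Luminescent Kinase-Glo Plus end-point after 45 min room-temperature reaction of T. brucei pyruvate kinase started with 130 uM ADP (final). Buffer TEA 50 mM pH 7.2 with KCl, MgCl2, BSA, Tween-20; titration-based qHTS with fitted concentration-effect curves.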
LmPK inhibitor = qHTS Assay for Inhibitors of Leishmania Mexicana Pyruvate Kinase (LmPK); Q27686; purified LmPK, Kinase-Glo ATP luminescence, 1 h; Potency, µM (top dose mostly 57.5 µM), inactives show top-dose activity change, negative = inhibition, hits mostly inhibitors; 290,000 compounds, 0.37% hits; further: potency means the concentration at half of the fitted maximal effect; on the % scale 0 is the no-effect control and ±100 the full control effect
Target sequence (Q27686 whole entry, looked up): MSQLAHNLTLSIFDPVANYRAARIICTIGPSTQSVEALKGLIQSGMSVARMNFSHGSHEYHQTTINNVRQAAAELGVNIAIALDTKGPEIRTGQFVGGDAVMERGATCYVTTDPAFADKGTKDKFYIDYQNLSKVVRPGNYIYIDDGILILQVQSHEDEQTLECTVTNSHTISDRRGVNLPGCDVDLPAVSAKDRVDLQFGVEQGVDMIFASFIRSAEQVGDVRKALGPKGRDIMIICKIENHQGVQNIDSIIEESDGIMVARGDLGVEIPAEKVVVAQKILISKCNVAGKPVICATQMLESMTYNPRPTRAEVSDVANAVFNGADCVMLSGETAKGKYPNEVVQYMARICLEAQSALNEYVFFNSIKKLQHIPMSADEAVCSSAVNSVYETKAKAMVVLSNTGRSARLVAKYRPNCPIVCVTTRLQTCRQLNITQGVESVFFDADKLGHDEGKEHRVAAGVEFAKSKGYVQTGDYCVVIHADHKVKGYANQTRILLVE
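Pyruvate kinase activity monitored as ATP production (luciferase luminescence). Conditions: 0.1 nM enzyme, 0.5 mM PEP, 0.1 mM ADP, 1 h, RT; normalized against uninhibited and no-enzyme wells.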
Pf growth 48h = Primary qHTS for delayed death inhibitors of the malarial parasite plastid, 48 hour incubation; P. falciparum luciferase growth in erythrocytes, 48 h; Potency, µM (doses to about 28.7 µM), for inactives: top-dose activity change, negative = inhibition, hits mostly inhibitors; 310,000 compounds, 5.9% hits; further: potency means the concentration at half of the fitted maximal effect; on the % scale 0 is the no-effect control and ±100 the full control effect
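Compounds are pin-transferred into medium, infected erythrocytes (2% hematocrit, 0.1% parasitemia final) are added, and plates sit one parasite generation at 37 C in 5% CO2. Detection reagent is then added and luminescence measured.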
An asterisk follows results filed as active; u = inconclusive; x = not tested or not shown; & = joins results of further samples; [ ] = remark or other dose. Unless noted, the call rests on the fitted dose curve; in most records, active means well fitted curve in the direction sought with a large enough effect; inconclusive means small, poorly fitted or top-dose-only effect, or another doubt; inactive means no such curve, though single readings can be large; an effect the other way counts as inactive or inconclusive.

Abbreviations: A = Cycloheximide cs; B = Pf growth 96h; C = AMA1 RON2 block; D = Shiga toxin inh; E = TbPYK inhibitor; F = LmPK inhibitor; G = Pf growth 48h
1	Cc1cc(=O)oc2cc(O)ccc12
  A: x	B: 5%[12.8 µM]	C: 16%	D: x	E: 2%	F: x	G: 2%[12.8 µM]
2	COc1cc2nc(N3CCN(C(=O)[C@@H]4COc5ccccc5O4)CC3)nc(N)c2cc1OC
  A: x	B: 13µM*	C: x	D: x	E: 6%	F: x	G: 15µM*
3	CCCC(=O)O[C@]1(C(=O)COC(C)=O)CC[C@H]2[C@@H]3C[C@H](F)C4=CC(=O)C=C[C@]4(C)[C@@]3(F)[C@@H](O)C[C@@]21C
  A: -1	B: u	C: -10%	D: -6	E: -10%	F: 6%	G: u
4	CN(C)C/C=C(\c1ccc(Br)cc1)c1cccnc1
  A: x	B: u	C: 4%	D: x	E: 5%	F: x	G: 15µM*
5	C/C(=N\NC(=S)NCc1ccccc1)C1CCCCC1
  A: -3	B: 6.6µM*	C: 18%	D: 2	E: -3%	F: -1%	G: u
6	O=C(Nc1cc(-c2ccccc2)nn1-c1ccccc1F)c1ccc([N+](=O)[O-])cc1
  A: x	B: u	C: -5%	D: x	E: -9%	F: x	G: u
7	CC(=O)Oc1ccc2c(C)cc(=O)oc2c1
  A: -1	B: x	C: 2%	D: -11	E: 0%	F: 5%	G: 7%
8	COc1cc(N)c(Cl)cc1C(=O)N[C@@H]1CCN(CCCOc2ccc(F)cc2)C[C@@H]1OC
  A: 5	B: x	C: x	D: -7	E: x	F: 11%	G: x
9	C[C@@H]1C[C@H]2[C@@H]3CCC4=CC(=O)C=C[C@]4(C)[C@@]3(Cl)[C@@H](O)C[C@]2(C)[C@@]1(OC(=O)c1ccco1)C(=O)CCl
  A: x	B: 2.1µM*	C: 4%	D: x	E: -4%	F: x	G: 1.9µM*
10	NCc1ccccc1Sc1ccccc1CO
  A: x	B: -27%	C: x	D: x	E: 7%	F: x	G: -19%
11	CN(c1nccc(=O)[nH]1)C1CCN(c2nc3ccccc3n2Cc2ccc(F)cc2)CC1
  A: x	B: -10%	C: x	D: x	E: 7%	F: x	G: u
12	Cc1c(C)n(Cc2ccccc2)c2ccc(C(=O)OCCN(C)C)cc12
  A: 29*	B: u	C: u	D: 68	E: 1%&-27%	F: 3%	G: -5%&-86%
13	CCc1ccccc1OC[C@@H](O)CN[C@H]1CCCc2ccccc21
  A: x	B: 1.7µM*	C: -12%	D: x	E: 22%	F: x	G: 1.9µM*
14	CN(C)CCCSc1ccccc1NC(=O)/C=C/c1ccccc1
  A: 5	B: 12µM*	C: x	D: -4	E: -15%	F: u	G: u
15	CCOC(=O)[C@H](CCc1ccccc1)N[C@@H](C)C(=O)N1C(=O)N(C)C[C@H]1C(=O)O
  A: x	B: 10%	C: x	D: x	E: -8%	F: x	G: -14%

9 compounds out of the list, sorted by molar mass, high to low.
Abbreviations: A = Cycloheximide cs; B = Pf growth 96h; C = AMA1 RON2 block; D = Shiga toxin inh; E = TbPYK inhibitor; F = LmPK inhibitor; G = Pf growth 48h
3	CCCC(=O)O[C@]1(C(=O)COC(C)=O)CC[C@H]2[C@@H]3C[C@H](F)C4=CC(=O)C=C[C@]4(C)[C@@]3(F)[C@@H](O)C[C@@]21C
  A: -1	B: u	C: -10%	D: -6	E: -10%	F: 6%	G: u
2	COc1cc2nc(N3CCN(C(=O)[C@@H]4COc5ccccc5O4)CC3)nc(N)c2cc1OC
  A: x	B: 13µM*	C: x	D: x	E: 6%	F: x	G: 15µM*
11	CN(c1nccc(=O)[nH]1)C1CCN(c2nc3ccccc3n2Cc2ccc(F)cc2)CC1
  A: x	B: -10%	C: x	D: x	E: 7%	F: x	G: u
6	O=C(Nc1cc(-c2ccccc2)nn1-c1ccccc1F)c1ccc([N+](=O)[O-])cc1
  A: x	B: u	C: -5%	D: x	E: -9%	F: x	G: u
14	CN(C)CCCSc1ccccc1NC(=O)/C=C/c1ccccc1
  A: 5	B: 12µM*	C: x	D: -4	E: -15%	F: u	G: u
13	CCc1ccccc1OC[C@@H](O)CN[C@H]1CCCc2ccccc21
  A: x	B: 1.7µM*	C: -12%	D: x	E: 22%	F: x	G: 1.9µM*
4	CN(C)C/C=C(\c1ccc(Br)cc1)c1cccnc1
  A: x	B: u	C: 4%	D: x	E: 5%	F: x	G: 15µM*
10	NCc1ccccc1Sc1ccccc1CO
  A: x	B: -27%	C: x	D: x	E: 7%	F: x	G: -19%
1	Cc1cc(=O)oc2cc(O)ccc12
  A: x	B: 5%[12.8 µM]	C: 16%	D: x	E: 2%	F: x	G: 2%[12.8 µM]

Bioassay records deposited in PubChem BioAssay by National Center for Advancing Translational Sciences (NCATS).

A portion of the library. The share of hits here may be higher or lower than overall.
